# From PubChem
# PGC1a acetyl inh – lowers PGC1a acetylation signal in U2OS cells; AlphaScreen anti-acetyl-lysine; with virally co-expressed GCN5 acetyltransferase; inhibition, % at 15.6 µM; hit rate 0.17% among 350,000;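 active = every replicate shows inhibition of at least 40%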;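 note: 0% = neutral control wells and 100% = positive control wells; some results beyond the cut were filed as inactive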
# C2C12 statin – suppressors of simvastatin-induced myotoxicity in C2C12 myotubes | hit rate 0.78% among 330,000 | AID 602340 | ATP luminescence, 48 h; scaled: DMSO 0, geranylgeraniol control 100 | rescue of ATP level, % at 7.49 µM;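 active = mean ATP rescue above about 67%, or every replicate alone reaching that limit, limit read from the data, passing the limit was not always enough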;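 note: myotubes were challenged with 10 µM simvastatin during compound exposure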
# Cneo AK release – Cryptococcus neoformans lysis via adenylate kinase release; C. neoformans lysis, adenylate kinase release luminescence, 4 h; normalised: neutral wells 0, clomiphene wells 100; lysis activity, % at 15 µM; hit rate 0.2% among 360,000; AID 651654;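 active = mean lysis activity across replicates of at least 80%, whatever share of replicates individually reach that level; inactive = mean lysis activity below 80%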
#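 Assay system: Cryptococcus neoformans yeast cells / Dosing: single-point compound dose / Timing: 4 h at 37 °C static, read 1 h later / Measured by: luminescence of released adenylate kinase using an AK detection reagent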
# FN deposition inh – fibronectin deposition inhibition; AH1F fibroblasts, Alexa488-fibronectin deposition fluorescence, overnight; AID 743247; inhibition, % at 12.6 µM; hit rate 0.086% among 350,000;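 active = mean inhibition across replicates of 30% or more, regardless of how many single replicates reach that level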;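 note: positive control wells lacked labelled fibronectin entirely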
#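 Material: AH1F fibroblast monolayer depositing Alexa488-labelled fibronectin into matrix / Amount: 10000 AH1F cells per well / Signal: fluorescence 485/525 nm / Medium: DMEM, 2% serum / Compound: single dose, pinned / Incubation: 1 h cell adhesion before compound, then overnight fibronectin incubation / Reagent: Alexa488-FN, 24 nM final / Read-out: inhibition of fibronectin deposition signal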
# PglD inh – inhibitors of Campylobacter jejuni PglD acetyltransferase; purified PglD enzyme, DTNB colorimetric CoA detection; inhibition, % at 12.5 µM; hit rate 0.098% among 360,000; AID 602405; in the data active = inhibition above about 16%, passing the limit was not always enough; note: strong numbers were not always called active
# INS-1E GSIS act – GLuc luminescence reporter in INS-1E cells, primary screen for activators of glucose-dependent secretion of insulin. activation, % at 16.6 µM. INS-1E GLuc reporter insulin secretion, 2-3 h. hit rate 0.61% among 370,000. AID 743287;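 active = lowest replicate activation of at least 40%, so every replicate reaches that level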;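 note: 0% = median of neutral control wells and 100% = median of IBMX positive control wells; some compounds called inactive have numbers as strong as hits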
# miR-122 sensor – blocks miR-122 activity in Huh7 sensor cells; hit rate 0.3% among 340,000; Huh7 miR-122 Renilla luciferase sensor, 48 h; neutral wells = 0, positive control = 100; activation (reporter increase), % at 12.5 µM;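 active = mean replicate activation score at least 90 and every replicate individually at or above 90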;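 note: higher luciferase means less miR-122 activity so hits act as miR-122 inhibitors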
# F508del corr – CFTR F508del correction in bronchial cells; CFBE cells, YFP halide quenching; stimulated with forskolin plus potentiator P3; % fluorescence drop versus neutral controls; activity (quench increase), % at 7.58 µM; hit rate 0.36% among 350,000; AID 720511;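 active = mean added fluorescence quench of at least 8% versus neutral control, with both replicates also reaching 8%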;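 note: cells transiently co-express mutant CFTR-F508del with the halide-sensitive YFP; corrector assay measuring rescue of mutant channel to the surface after 24 h compound exposure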
# * hit, by the source's call; x = no result given; & = joins results of further samples; [ ] = another dose, or the depositor's remark.
SMILES,PGC1a acetyl inh,C2C12 statin,Cneo AK release,FN deposition inh,PglD inh,INS-1E GSIS act,miR-122 sensor,F508del corr
Cc1ccccc1-c1nnc(SCC(=O)NCC2CCCO2)o1 (stereo unspecified),0,4,0,4,-1,1,-9,0.2
C[C@@H]1CN([C@@H](C)CO)S(=O)(=O)c2ccc(C3=CCCCC3)cc2O[C@H]1CN(C)Cc1ccncc1,-18,-73,3,x,-4,1,4[16.7 µM],1.0
O=S(=O)(c1ccccc1)N1CCCCN2[C@H](CO)[C@H](c3ccc(C#CC4CCCC4)cc3)[C@H]2C1,-12,-13,12,2,-4,-10,-8[16.7 µM],4.5
CCC(=O)N1CC2(CCN(C(=O)Cc3ccccc3)CC2)c2c(n(C)c3cc(OC)ccc23)[C@@H]1CO,-3,x,x,-11,x,19,x,0.5
C[C@@H]1CN([C@@H](C)CO)C(=O)c2cccc(NC(=O)NC3CCCCC3)c2O[C@@H]1CN(C)C(=O)Nc1ccc(F)cc1,3,-8,6,x,-5,-6,-10[16.7 µM],-0.2
CC(C(=O)Nc1ccccc1C#N)N1C(=O)NC2(CCCCCC2)C1=O (stereo unspecified),-4,2,4,-11,-7,3,-2,-0.4
Cc1nc2ccc(NC(=O)C3=NN(C)C(=O)CC3)cc2s1,8,-6,-3,3,-2,5,-4,0.7
C[C@@H]1CN([C@@H](C)CO)C(=O)c2cccc(NC(=O)Nc3ccc(C(F)(F)F)cc3)c2O[C@H]1CN(C)CC1CC1,25,30,0,x,1,x,-4[16.7 µM],0.9
Cc1noc(C)c1NC(=O)N(C)C[C@H]1Oc2c(NC(=O)Nc3ccccc3)cccc2C(=O)N([C@H](C)CO)C[C@@H]1C,3&15,-8,-1,3,-4,16&-3,12[16.7 µM],1.0&1.7
CCC(=O)N[C@@H]1C=C[C@@H](CC(=O)NCc2ccc(OC)cc2)O[C@@H]1CO,-7,-12,0,4,0,-10,8[16.7 µM],1.3
Cc1ccc(C)c(OCC(=O)Nc2ccccc2C(=O)N2CCOCC2)c1,13,5,2,0,-5,25,3,3.4
C[C@@H]1CCCCO[C@@H](CN(C)Cc2ccccc2)[C@@H](C)CN([C@@H](C)CO)C(=O)c2cc(NC(=O)Nc3ccc4c(c3)OCO4)ccc2O1,-8,-24,2,2,5,-38,0[16.7 µM],0.5
COCCOC(=O)c1[nH]c2c(c1C)C(=O)CC(c1ccc(F)cc1)C2 (stereo unspecified),-5,-10,-2,9,1,9,45,0.3
CCN1C(=O)NC(c2ccccc2)C1=O (stereo unspecified),-10,6,2,-6,3,x,-2,-1.1
O=C1c2ccccc2C(=O)N1c1ccc(Cl)cn1,x,x,2,-5,2,x,-18,x
O=[N+]([O-])c1cc([N+](=O)[O-])c2oc(-c3ccccc3)c(Br)c2c1O,5,-20,-2,x,-1,x,-16,x
CC(C)c1ccc(/C=C2\SC(=O)N(CC(=O)NCCCn3ccnc3)C2=O)cc1,x,-3,-6,-1,-2,-6,-12,-1.0
CCN(Cc1nc2cc(Cl)ccc2c(=O)[nH]1)C(=O)CN1C(=O)NC2(CCCCC2C)C1=O (stereo unspecified),-1,-21,1,x,3,9,-10,-0.3
CC(=O)N1c2ccccc2Oc2cc3ccccc3cc21,13,x,3,-1,5,6,-4,x
CNc1nc(SC)nc2ccsc12,2,x,-3,x,3,x,-3,x

# 4 records picked at random from the list so far, as already listed:
SMILES,PGC1a acetyl inh,C2C12 statin,Cneo AK release,FN deposition inh,PglD inh,INS-1E GSIS act,miR-122 sensor,F508del corr
Cc1ccc(C)c(OCC(=O)Nc2ccccc2C(=O)N2CCOCC2)c1,13,5,2,0,-5,25,3,3.4
CCN(Cc1nc2cc(Cl)ccc2c(=O)[nH]1)C(=O)CN1C(=O)NC2(CCCCC2C)C1=O (stereo unspecified),-1,-21,1,x,3,9,-10,-0.3
C[C@@H]1CCCCO[C@@H](CN(C)Cc2ccccc2)[C@@H](C)CN([C@@H](C)CO)C(=O)c2cc(NC(=O)Nc3ccc4c(c3)OCO4)ccc2O1,-8,-24,2,2,5,-38,0[16.7 µM],0.5
C[C@@H]1CN([C@@H](C)CO)C(=O)c2cccc(NC(=O)Nc3ccc(C(F)(F)F)cc3)c2O[C@H]1CN(C)CC1CC1,25,30,0,x,1,x,-4[16.7 µM],0.9

# Next section.
SMILES,PGC1a acetyl inh,C2C12 statin,Cneo AK release,FN deposition inh,PglD inh,INS-1E GSIS act,miR-122 sensor,F508del corr
C[C@H](CO)N1C[C@H](C)[C@@H](CN(C)C(=O)Nc2ccc(C(F)(F)F)cc2)OCCCC[C@H](C)Oc2ccc(NC(=O)CCC(F)(F)F)cc2C1=O,5,x,0,x,-1,10,8[16.7 µM],-2.5
OC(CNC1CCCC1)COc1ccc(Cl)cc1 (stereo unspecified),9,-22,-2,-3,-4,2,-4,2.7
COc1ccc(CCC(=O)c2ccc(OC)cc2)cc1,-23,x,10,-7,1,-10,1,3.4
O=C(N/N=C/c1cccnc1)c1cccc(S(=O)(=O)Nc2cccc(Cl)c2)c1,-1,-5,0,-4,0,-3,3,-1.5
O=C(NNC(=O)c1ccc(NC(=O)c2ccccc2)cc1)c1ccc(F)cc1,1,4,0,x,-3,19,-3,-3.3
Cc1ccc(S(=O)(=O)N(C)C[C@@H]2Oc3ccc(NC(=O)C4CC4)cc3CC(=O)N([C@@H](C)CO)C[C@@H]2C)cc1,1,-30,0,x,11,11,-5[16.7 µM],0.1
COc1ccc(CCNC(=S)N2CCN(S(=O)(=O)c3ccccc3)CC2)cc1,x,21,x,-2,x,-4,x,2.0
O=C(C[C@@H]1CC[C@H]2[C@@H](COC[C@H](O)CN2C(=O)Nc2ccc(F)cc2)O1)NC1Cc2ccccc2C1,5,17,-2,-25,2,-8,2[16.7 µM],-0.4
O=C(O)c1cc(-c2ccc3ccccc3c2)nc2ccc(F)cc12,x,-5,-1,-1,4,-7,x,2.3
CC(C)(C)N(Cc1ccccc1)C(=O)COC(=O)CNS(=O)(=O)c1ccc2ccccc2c1,4,4,-2,7,0,-30,9,0.6
CC(C)C#Cc1cnc2c(c1)C(=O)N([C@@H](C)CO)C[C@H](C)[C@H](CN(C)C(=O)c1cccnc1)O2,-1,20,0,0,3,19,3[16.7 µM],0.8
Fc1ccc(COc2ccc(-c3nnco3)cc2)cc1,0,x,-4,-12,-3,17,-6,0.0
O=C(N/N=C1\CC(c2ccccc2)Oc2ccccc21)c1ccc(O)cc1 (stereo unspecified),12,1,0,6,1,-27,-7,0.0
O=C(Nc1ccc(Cl)cc1)OCc1cn(-c2ccccc2)nn1,3,-2,x,-8,x,-5,x,-0.3
CCC(=O)Nc1ccc2c(c1)OC[C@@H](C)N(C(=O)c1ccccn1)C[C@@H](C)[C@@H](OC)CN(C)C2=O,x,6,6,6&-5&0,-1,-5&0&9,1[16.7 µM],3.8
COc1ccc(CN(C)C[C@H]2Oc3ccc(NS(C)(=O)=O)cc3CC(=O)N([C@@H](C)CO)C[C@H]2C)cc1,-17,9,81*,x,1,3,4[16.7 µM],2.0
CCOC(=O)c1[nH]c2ccc(Cl)cc2c1NC(=O)/C=C/c1ccc2c(c1)OCO2,-12,-79,x,5,x,15,-10,-5.7
Cc1ccc2c(CC(=O)OC(C)C(=O)Nc3ncc(Cl)cc3Cl)coc2c1 (stereo unspecified),8,x,0,2,20,-17,6,-0.8
Cn1c(SCC(=O)c2ccccc2)ncc(C(=O)Nc2ccc(F)cc2)c1=O,0,2,4,3,4,10,13,-0.4
O=C(CSc1nnc(-c2ccncc2)o1)c1ccc2c(c1)OCCO2,10,x,x,0,x,-3,x,4.6
O=C(N/N=C/c1cc(Cl)cc([N+](=O)[O-])c1O)c1ccccc1NS(=O)(=O)c1cccs1,1,7,-1,5,4,1,1,-1.6
O=C(O)C1CC=CCC1C(=O)Nc1cccc(C(=O)N2CCCCC2)c1 (stereo unspecified),7,1,-4,4,2,-3,-4,x
Cc1ccc2c(n1)CC(C)(C)C/C2=N\O,x,x,4,x,2,17,-1,x
COCCN(C(=O)CSc1nnc(-c2ccc(F)cc2)n1N)c1c(N)n(CC(C)C)c(=O)[nH]c1=O,x,-2,1,-5,-5,-10,16,-2.2
CC(C)C(=O)Nc1ncc2c(n1)CC(c1cccs1)CC2=O (stereo unspecified),-10,-3,-4,x,2,x,-6,x
COCCN1C(=O)N(c2cccc(OC)c2)C(=O)C1CC(=O)Nc1ccc(Cl)cc1 (stereo unspecified),8,-2,-1,1,0,x,11,-0.4
CCOc1ccc(S(=O)(=O)N2CCOCC2)cc1NC(=O)C1=COCCO1,x,13,3,5,1,41*,x,-0.1
COc1cccc(-c2nn(-c3ccccc3)cc2C(=O)OCC(=O)Nc2ncc(Cl)cc2Cl)c1,2,4,0,1,-2,-41,0,x
COc1ccc(C(=O)Cn2c(N3CCCCC3)nc3c2c(=O)n(C)c(=O)n3C)cc1OC,13,x,x,5,x,20,x,-0.8
CC1CCN(S(=O)(=O)c2ccc3c(c2)N(CC(=O)NCCCN(Cc2ccccc2)C(C)C)C(=O)CO3)CC1,5,0,0,5,-6,-15,-2,1.3
C[C@H]1CN([C@@H](C)CO)S(=O)(=O)c2ccc(C3=CCCC3)cc2O[C@@H]1CN(C)C(=O)Cc1ccncc1,13,-1,-3,-2,-51,6,5[16.7 µM],-0.8
O=C(NCc1cnn(-c2ccccc2)c1)C1CCC(=O)N(C2CC2)C1 (stereo unspecified),2,8,6,4,0,10,-5,-0.5
CCOC(=O)C1=C(C)NC(SCc2cc(=O)[nH][nH]2)=C(C#N)C1c1cccs1 (stereo unspecified),-9,-21,-1,x,2,-5,-8,-0.7
Cc1cc(C(=O)Nc2cccc3c2O[C@H](CN(C)S(C)(=O)=O)[C@@H](C)CN([C@@H](C)CO)C3=O)n(C)n1,7,x,2,x,4,24,-2[16.7 µM],-2.6
CC(C)C(OC(=O)c1cccs1)C(=O)NCc1ccc(F)cc1 (stereo unspecified),x,-5,0,1,-4,11,x,-2.1
CC(=O)c1cccc(NC(=O)N2CCOCC2)c1,x,-4,2,2,-4,10,-3,-1.6
O=C(Cn1c(=O)oc2cc(S(=O)(=O)N3CCCCC3)ccc21)N1CCCCC1,x,16,8,-14,3,-22,x,-4.2
CC(C)NC(=O)Nc1ccc2c(c1)CC(=O)N([C@H](C)CO)C[C@@H](C)[C@@H](CN(C)CC1CC1)O2,5,-14,2,0,5,4,2[16.7 µM],-1.2
CCCN(C)C[C@H]1OCCCC[C@@H](C)Oc2ccc(NC(=O)Nc3ccc4c(c3)OCO4)cc2C(=O)N([C@H](C)CO)C[C@@H]1C,-47,-3,-3,x,-1,-11,6[16.7 µM],0.8
Cc1cccc(S(=O)(=O)N2CC[C@@H]3[C@H](CO)Nc4ccc(C5=CCCCC5)cc4[C@@H]32)c1,-1,-15,-10,3,0,4,-19[16.7 µM],1.2
C[C@@H]1CN([C@@H](C)CO)C(=O)c2cc(NS(=O)(=O)c3ccccc3)ccc2O[C@H]1CN(C)Cc1ccc(Oc2ccccc2)cc1,-4,-18,2,x,-1,-17,0[16.7 µM],-1.0
O=c1[nH]cc(COCc2ccccc2)c(=O)[nH]1,18,x,x,-3,x,-3,0,x
CNCc1c(OCc2ccccc2)ccc2ccccc12,x,7,-14,5,4,18,x,-4.4
Nc1nonc1-n1nnc(C(=O)N/N=C/c2ccc(F)cc2)c1-c1ccc2c(c1)OCO2,4,-49,7,9,0,4,-6,-0.2
CCCCn1c(/N=C/c2ccc3c(c2)OCO3)nc2ccccc21,6,9,0,x,1,3,-5,-5.6
CSc1ccccc1NC(=O)c1cc(C(C)C)on1,3,3,-1,x,-9,-3,-12,x
O=C(Nc1ccc(S(=O)(=O)N2CCOCC2)cc1)c1cccc([N+](=O)[O-])c1,1,-6,5,-4,-146,11,-3,2.1
